HDAC3 inhib: HDAC3 deacetylase inhibitors, primary screen, biochemical, fluorescence, cell-free homogeneous; inhibition, % at 8.3 µM; recombinant HDAC3, fluorogenic peptide/trypsin coupled; AID 2718, 2010; Histone deacetylase 3 (Homo sapiens), O15379; hit rate 0.15% among 320,000; in the data active means inhibition above about 26%, passing the limit was not always enough; inconclusive means no clear call, values can overlap the other calls
Target sequence (O15379 whole entry, looked up): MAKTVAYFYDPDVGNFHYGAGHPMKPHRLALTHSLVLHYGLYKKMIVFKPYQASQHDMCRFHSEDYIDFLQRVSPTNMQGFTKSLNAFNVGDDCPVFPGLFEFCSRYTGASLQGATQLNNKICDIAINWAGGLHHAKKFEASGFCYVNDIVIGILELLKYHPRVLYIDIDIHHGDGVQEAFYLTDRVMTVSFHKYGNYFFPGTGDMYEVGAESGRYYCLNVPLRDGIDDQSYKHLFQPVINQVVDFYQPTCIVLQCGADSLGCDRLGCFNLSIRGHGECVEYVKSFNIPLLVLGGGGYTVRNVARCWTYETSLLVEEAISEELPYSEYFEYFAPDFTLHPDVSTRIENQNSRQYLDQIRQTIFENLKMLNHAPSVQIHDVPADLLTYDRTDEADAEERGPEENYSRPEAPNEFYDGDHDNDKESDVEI
HIF act: HIF pathway transcriptional activators, primary screen, cell-based, U2OS HRE-luciferase, luminescence; U2OS HRE-luciferase reporter; normalized: DMSO 0%, desferrioxamine 100%; activation, % at 7.5 µM (by protocol); hit rate 0.32% among 300,000; AID 1910, 2009;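 active means mean activation of at least 10% of the iron chelator positive control signal, with at least half of replicates also reaching 10%; inconclusive means mean and replicate majority disagree about reaching 10%; inactive means mean and most replicates under 10%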
aSyn UTR inh: MLPCN primary screen, SNCA 5' untranslated region; alpha-synuclein 5'UTR reporter, inhibitor activity; inhibition, % (tested at 7.5 µM); hit rate 0.82% among 300,000; in the data active means inhibition above about 60%; inconclusive means no clear call, values can overlap the other calls;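 further: H4 neuroglioblastoma cells stably carrying SNCA 5'UTR luciferase fusion; 0% = DMSO wells and 100% = positive control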
IEC-6 tox: cytotoxicity in IEC-6 intestinal epithelial cells, primary screen, cytotoxicity control for KLF5 inhibitor project, cell-based, luminescence | IEC-6 cytotoxicity, luminescence viability | inhibition, % at 5 µM | hit rate 0.78% among 290,000 | AID 1825, 2009; in the data active means inhibition above about 22%;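 further: 0% = plate median of test compound wells and 100% = cytotoxic reference compound wells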
HSF1 inhib: HSF1 inhibitors in luciferase reporter cells, primary screen, cell-based, NIH3T3, luminescence; NIH3T3-HGL HSE-luciferase, MG132-induced, luminescence 8 h; stronger effect = lower value; activity change, negative = inhibition, % at 7.5 µM (by protocol); hit rate 0.77% among 300,000; AID 2098, 2009;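 active means more than half of replicate wells show activity change below -50%, luminescence cut by over half; inconclusive means some wells, but at most half, below -50%; inactive means no replicate well below -50%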;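 further: luciferase reports HSF-1 transcriptional activity via heat shock element; 0% = median of DMSO wells and -100% = zero luminescence signal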
Platelet DG rel: inhibitors of platelet dense granule secretion, primary screen, cell-based, MLPCN, human platelets; human platelet-rich plasma, SFLLRN dense granule ATP release, luminescence; inhibition, %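 (compounds screened at 7.5 µM in platelet-rich plasma)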; hit rate 0.22% among 300,000;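 active means mean replicate score, as percent of positive control, at or above 50; inconclusive means mean below 50 but at least one replicate at or above 50; inactive means mean and every replicate below 50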
KLF5 inh: KLF5 expression inhibitors, primary screen, DLD-1 cells, luminescence; DLD-1 KLF5 promoter-luciferase reporter; inhibition, % at 5 µM; hit rate 0.23% among 290,000;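 active means inhibition above a per-plate limit of that plate's mean compound inhibition plus 3 SD, cut at about 60% in these data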;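 further: 0% = DMSO wells and 100% = LY294002 at 200 µM; higher means less KLF5 promoter-driven luciferase light; inactives centre near -14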
HSF-1 act: HSF-1 activators, primary screen, NIH3T3-HGL cells, MG132 stress, luminescence, single point; hit rate 1.7% among 300,000; NIH3T3-HGL HSF-1 luciferase reporter, 8 h; 100% = twice DMSO control signal; activation, % at 9 µM;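 active means mean replicate activation of at least 50% with a set share of replicates each reaching 50%; inconclusive means only one of those two conditions met; inactive means mean below 50% and too few replicates reaching it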;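 further: 0% = median of the neutral control wells and 100% = twice that signal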
HSP90 refold inh: HSP90 inhibitors, primary screen, cell lysate, luminescence. Heat shock protein HSP 90 (rabbit reticulocyte lysate; luciferase refolding). Rabbit reticulocyte lysate, luciferase refolding luminescence, 3 h. inhibition, % at 5.6 µM. hit rate 0.91% among 290,000;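 active means inhibition above the screen-wide mean plus 3 SD, computed separately per campaign, cut at about 16% in these data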;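 further: 0% = DMSO wells and 100% = 60 µM geldanamycin wells; inhibitors lower the luminescence because luciferase stays unfolded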
AI-2 QS mod: Vibrio harveyi AI-2 quorum sensing modulators, primary screen, JMH597 strain, luminescence/OD600 ratio. Vibrio harveyi JMH597 AI-2 luminescence/OD600 ratio, 9 h; stronger effect = lower value; strain lacks LuxN and CqsS sensors; 0 = neutral-control median. AID 2094, 2009. activity change, % at 7.5 µM. hit rate 0.4% among 300,000; in the data active means activity change below about -75%, passing the limit was not always enough; inconclusive means no clear call, values can overlap the other calls;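 further: luminescence divided by OD600 gain over 9 h not by final OD600 alone; inactives centre near 13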
* marks the source's active call; other numbers are inactive results; ? = inconclusive; . = no result given.

mol	HDAC3 inhib	HIF act	aSyn UTR inh	IEC-6 tox	HSF1 inhib	Platelet DG rel	KLF5 inh	HSF-1 act	HSP90 refold inh	AI-2 QS mod
CCOC(=O)Cc1csc(NC(=O)c2csc(C)c2)n1	?	0.8	-54.0	-4.8	-0.7	11.9	-14.1	-8.1	1.3	8.0
COc1ccc2nc(-c3cccc(N)c3)[nH]c2c1	-78.3	12.7*	8.1	4.1	0.0	28.4	-91.8	11.9	7.2	4.0
O=C(NCCCCc1ccccc1)c1cccc([N+](=O)[O-])c1	-1.1	-0.4	-3.9	0.0	-14.5	-0.4	-1.6	-11.0	-5.1	34.1
N#CCSc1nc2ccccc2c(=O)n1CCC(=O)NC1CCCCC1	3.8	-0.3	-2.5	-3.9	-3.4	3.1	-30.7	-2.1	-4.5	26.1
O=C(CC(NC(=O)C(F)(F)F)c1ccccc1)Nc1nnc(CCc2ccccc2)s1 (centres undefined)	1.0	-0.4	-30.8	11.4	-0.9	1.3	5.4	-4.6	1.9	14.5
CCN(CC)CCn1c(/N=C/c2cc(Br)ccc2O)nc2ccccc21	2.6	-0.2	-15.7	0.4	-9.1	11.6	-15.1	3.5	0.3	6.8
CC(C(=O)N1CCOCC1)N1c2cccc3cccc(c23)S1(=O)=O (centres undefined)	-3.5	163.2*	-3.9	4.0	-1.0	-4.3	-2.4	-1.1	6.6	23.3
Cc1cc(C)c(C(=O)C[n+]2cccc(C(N)=O)c2)c(C)c1	-1.7	-0.6	3.4	4.5	1.6	2.0	-4.7	-0.1	5.8	37.7
O=C(COc1ccc(Cl)cc1)NC1=NN(c2ccccc2)C(=O)C1	-3.1	-0.2	30.1	-4.1	9.8	-9.5	-22.1	3.3	-1.1	15.5
CC1CCC(NC(=O)CCNS(=O)(=O)c2ccc3c(c2)CCC(=O)N3)CC1 (centres undefined)	-8.8	-0.2	11.9	3.9	5.9	-3.1	-1.0	-8.1	2.2	1.4
COc1ccccc1C(=O)OCn1nnc2ccccc2c1=O	-7.7	-0.1	2.3	.	-0.8	6.3	.	-14.4	.	10.2
CC1CCC(NC(=O)C2CCN(c3nc4ccccc4s3)CC2)CC1 (centres undefined)	1.0	-0.9	-9.2	-1.3	-3.3	7.6	-11.3	7.3	0.2	13.4
CCCOc1ccc(S(=O)(=O)NNC(=O)c2cc3ccccc3o2)cc1	.	-0.3	8.6	0.9	9.9	5.9	-0.1	19.6	-4.7	16.7
CCOC(=O)CSc1nc2cc(C(=O)OC)ccc2c(=O)n1CCN1CCOCC1	4.1	-0.2	-2.1	0.3	-1.4	3.0	4.5	-3.6	0.4	19.0
Cc1ccc(S(=O)(=O)N2CCCC(C(=O)NCc3ccccc3F)C2)cc1 (centres undefined)	1.9	1.6	21.9	-6.9	0.6	-1.4	-2.7	-6.6	0.8	22.3
C=CCN1C(=O)C2(NNc3ccccc3O2)c2ccccc21 (centres undefined)	11.0	-0.3	22.4	-2.7	5.8	-52.5	-23.4	6.2	-2.7	18.7
O=C(NCc1ccncc1)c1ccc2nc(Cc3ccccc3F)oc2c1	.	0.4	-9.3	12.0	-2.9	-1.1	-1.2	3.2	3.8	3.2
CCO[C@H]1OC(C(=O)NC2CC2)=C[C@@H](c2ccc(C(F)(F)F)cc2)[C@@H]1CCCO	11.5	0.9	-22.4	3.5	-1.9	0.7	3.6	2.1	8.4	24.8
Cc1cccc(C)c1NC(=O)CS(=O)CC(=O)NC1CCCc2ccccc21 (centres undefined)	5.6	.	.	2.2	.	.	-11.9	.	0.9	.
Cc1nc2cc(C(F)(F)F)ccc2n1CCNc1nc(-c2ccc([N+](=O)[O-])c(Cl)c2)cs1	12.3	-0.2	-9.1	-3.2	19.3	-1.2	-38.7	12.2	1.8	7.2
Cc1onc(-c2c(Cl)cccc2Cl)c1C(=O)Nc1ccc2c(c1)OCCO2	12.3	.	.	-0.4	.	.	24.6	.	-0.4	.
CC(C(=O)NCc1ccccc1)N1CCN(c2ccc(F)cc2)CC1 (centres undefined)	-1.0	0.6	6.5	3.6	2.0	-1.5	-30.7	4.8	0.2	5.6
O=c1cc(-c2ccccc2)[nH]c2ccc(F)cc12	-1.3	0.4	86.6*	81.6*	-11.4	9.1	68.8*	-1.6	-3.8	17.0
CC(C)Nc1nc(Cl)nc(NNC(=O)C(C)Oc2ccccc2)n1 (centres undefined)	-1.8	-0.6	12.3	0.5	-2.6	-2.1	10.5	13.2	2.1	-18.6
CC1Sc2ccccc2N(CC(=O)N(C(C)C)C(C)C)C1=O (centres undefined)	-6.1	-0.2	19.1	0.3	-5.9	-0.7	-27.4	-23.7	-3.5	21.5
Cn1c(=O)c2ncn(CC(=O)NCCOc3ccc(C(C)(C)C)cc3)c2n(C)c1=O	.	-0.1	-1.2	-1.0	4.5	5.1	-36.4	-4.2	-2.1	22.4
CCc1nnc(NC(=O)CSc2nnc(C)n2Cc2ccccc2)s1	-2.1	-0.3	-12.9	4.3	-2.5	-2.3	-6.0	-12.0	2.6	61.5
O=C(Nc1nnc(-c2cc(Cl)ccc2Cl)o1)C1=COCCO1	.	-0.4	-30.0	.	-5.3	11.5	.	-1.8	.	25.8
COc1ccc(NC(=O)CS(=O)CC(=O)Nc2ccc(NC(C)=O)cc2)cc1 (centres undefined)	-2.8	0.0	1.2	-5.5	3.8	0.7	-11.0	4.1	-2.9	23.8
C[C@@H](NC(=O)[C@@H]1Cc2ccccc2CN1C(=O)OC(C)(C)C)C(=O)NCc1ccco1	0.1	-0.3	19.7	-10.0	-0.5	-24.4	-12.3	-4.7	0.8	30.1
Cc1ccc2cc(CCNC(=O)c3cccc([N+](=O)[O-])c3)c(=O)[nH]c2c1C	4.2	-50.8	2.7	1.2	-3.1	-19.5	-12.4	8.4	2.1	5.0
COC(=O)c1cc2sccc2n1Cc1nc(-c2ccc(OC)cc2)oc1C	-2.3	0.1	39.5	-3.5	-7.0	5.2	5.6	1.0	3.8	20.6
CCCCCCCN1CCC(=O)N(CCO)CC1	4.1	-0.1	-1.3	-0.4	-4.6	0.6	-23.5	-13.6	-4.2	7.8
O=C(c1ccc2c(c1)OCO2)C1CCCN(Cc2c(F)ccc(F)c2F)C1 (centres undefined)	0.7	-0.1	-12.2	-12.0	9.3	2.6	-27.2	12.8	-7.4	19.9
Cc1ccc(S(=O)(=O)Cc2ccc(C(=O)N3CCN(c4cc(C)ccc4C)CC3)o2)cc1	9.4	2.9	-15.6	5.1	-0.7	8.4	-1.9	5.5	3.9	44.9
CN1CCN(CC(=O)c2cc(C(C)(C)C)c(O)c(C(C)(C)C)c2)CC1	-0.9	-0.6	-14.0	-1.0	4.6	3.5	-3.5	1.2	-3.8	18.0
Cc1ccc(CN2CCN(Cc3cccc4c3OCO4)CC2CCO)cc1 (centres undefined)	0.1	0.1	-7.4	6.9	15.1	4.9	-41.5	25.9	2.3	0.6
CCn1cc(C(=O)O)c(=O)c2cc(F)c(N3CCN(C(=S)NC(=O)c4ccccc4C)CC3)cc21	-3.3	-0.2	-6.8	-4.3	-1.3	0.9	-0.2	5.6	-1.5	21.8
CCCCSc1cc(=O)[nH]c(N)n1	-1.3	-0.4	3.3	-3.4	-5.8	2.4	-29.6	-5.5	-0.7	20.9
Cc1ccc(C(=O)N/N=C2\SCC(=O)N2c2cc(C)ccc2C)cc1	-3.7	-0.1	-93.7	5.0	13.7	-5.5	-22.2	45.5	1.5	18.6
COCCNc1nc(-c2ccccc2)nc2c1oc1ccccc12	3.2	0.2	0.7	2.9	6.0	7.7	-21.3	6.0	-3.0	43.7
Cc1cc(Cl)ccc1NC(=O)C1COc2ccccc2O1 (centres undefined)	4.1	-29.5	-85.5	1.3	12.7	-3.0	-25.6	52.8*	-4.1	21.3
Cc1nc(C)c(-c2ccc(SCC(=O)Nc3cccc(Cl)c3)nn2)s1	-1.1	0.9	8.4	0.0	16.1	-9.3	-2.0	20.7	-1.6	10.4
Cc1ccc(-n2ccnc2SCC(=O)O)c(C)c1	-7.9	-0.1	0.7	0.1	-16.0	0.2	-28.6	2.3	-0.4	10.8
CC(C)(C)c1ccc(OCC(=O)NNC(=S)NC(=O)c2ccco2)c(Br)c1	14.3	0.3	27.7	6.7	6.8	0.8	-30.2	1.4	0.3	38.2
O=S(=O)(CCSc1ccc(C(F)(F)F)cn1)c1ccccc1	3.0	0.3	-19.1	-4.9	1.3	-1.9	-14.4	10.2	1.5	25.9
Cc1occc1C(=O)Nc1ccc2ccccc2c1	0.9	3.3	-128.5	10.2	15.4	21.1	-150.8	41.4	-0.9	-6.4
CC12CCC(=O)N1C(C(=O)OCC(=O)Nc1cccc(Br)c1)CS2 (centres undefined)	2.0	-0.9	13.3	-0.7	5.8	-1.1	-4.7	9.8	-3.4	5.1
Cc1n[nH]c(=O)nc1N1CCc2ccccc2C1	5.9	0.0	7.1	0.0	0.4	8.8	-13.5	2.5	-3.2	-13.3
COc1cc(SC)ccc1C(=O)Nc1c(Cl)cncc1Cl	4.8	0.2	-1.8	-1.1	-0.9	-2.5	-47.1	-6.8	3.9	-0.1
Nc1nc(-c2cccs2)c(-c2cccs2)s1	-0.2	0.6	22.4	4.4	9.1	1.8	-25.4	-4.5	2.4	9.6
Cn1c(=O)c2c(-c3ccc(C(C)(C)C)cc3)n(CC3CCCO3)cc2n(C)c1=O (centres undefined)	-13.2	0.1	-35.2	-2.5	14.4	8.1	-2.5	8.2	-4.2	22.0
COc1ccccc1-n1cnc2cc(NC(=O)c3ccco3)ccc21	-4.2	3.3	-87.3	13.9	3.8	5.6	-39.7	0.3	-7.8	12.9
Nc1c(-c2ccc(F)cc2)cnn1C1CCS(=O)(=O)C1 (centres undefined)	1.8	-0.4	2.8	-2.5	0.1	-10.8	1.4	2.4	2.4	-5.5
COC(=O)c1sccc1NC(=O)CC1C(=O)NCCN1C(=O)Nc1ccc(OCc2ccccc2)cc1 (centres undefined)	8.1	0.3	-12.2	-5.0	-8.9	-1.7	-35.8	-12.9	2.1	11.6
Cc1ccccc1NCCC(=O)Nc1ccc(Cl)cc1	-0.3	-0.4	-22.9	0.0	-1.3	0.9	-29.7	6.4	-9.3	-83.7*
COc1ccc(NC(=O)CSc2nncc(=O)n2N)cc1OC	-6.5	-0.3	-0.3	-1.7	1.3	14.8	-34.1	-3.1	1.9	22.7

The order is random; any-hit rate near 5%.
